M1 agonist = M1 muscarinic receptor agonism | CHO-M1 cells, Fluo-4 calcium fluorescence, agonist mode; active compounds read high | B-score at 10 µM | actives 3% (n = 64,000);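 active = fluorescence rise, raw or as B-score row- and column-corrected plate score, outside the 99.7% band of its plate's samples, either direction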
HEK293 NFkB inh = inhibitors of the PMA/ionomycin-induced NF-kB reporter in HEK293 cells; HEK-293 NF-kB luciferase reporter, luminescence; inhibition, % at 3 µM; actives 0.21% (n = 62,000); AID 465;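 active = inhibition above the mean of all tested compounds plus 3 SD, cut at about 40% in these data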;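 note: 0% = stimulated DMSO wells and 100% = 10 µM reference inhibitor 5653914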
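System: NF-kB luciferase reporter HEK-293 cells | Replication: Single test | Control set: DMSO vs reference inhibitor | Evaluation: % inhibition | Schedule: 1 h pretreatment, 16 h stimulation, 37 °C | Probe or stimulus: PMA with ionomycin | Compound dosing: One dose, 3 µM | Detection: Luciferase luminescence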
S1P3 ag = S1P3 (human) receptor agonism. Q99500. S1P3 NFAT-BLA reporter cells, FRET ratio; relative to 1 µM S1P, basal subtracted. activation, % at 4.5 µM. actives 0.1% (n = 60,000). AID 373;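 active = activation above the screen-wide mean plus 3 SD, cut at about 4.5% in these data, passing the limit was not always enough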; note: some compounds called inactive have numbers as strong as hits
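Measure – % activation relative to 1 µM S1P (100%), per plate · System – stable CHO line with human S1P3, Gα16, NFAT-BLA reporter · Timing – cells plated overnight, compound 4 h 37 °C, substrate 2 h RT · Technique – fluorescent BLA substrate, ex 405 nm, em 460/535 nm ratio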
M1 antag = antagonists of rat M1 muscarinic receptor; actives 3.4% (n = 64,000); B-score at 10 µM; CHO-M1 cells, Fluo-4 calcium, ACh EC80 antagonist mode; active compounds read low; AID 628;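 active = calcium fluorescence response, raw or row-and-column corrected B-score, differing from the plate sample mean either way at a set confidence level, mostly lower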
Target sequence (P08482 whole entry, looked up): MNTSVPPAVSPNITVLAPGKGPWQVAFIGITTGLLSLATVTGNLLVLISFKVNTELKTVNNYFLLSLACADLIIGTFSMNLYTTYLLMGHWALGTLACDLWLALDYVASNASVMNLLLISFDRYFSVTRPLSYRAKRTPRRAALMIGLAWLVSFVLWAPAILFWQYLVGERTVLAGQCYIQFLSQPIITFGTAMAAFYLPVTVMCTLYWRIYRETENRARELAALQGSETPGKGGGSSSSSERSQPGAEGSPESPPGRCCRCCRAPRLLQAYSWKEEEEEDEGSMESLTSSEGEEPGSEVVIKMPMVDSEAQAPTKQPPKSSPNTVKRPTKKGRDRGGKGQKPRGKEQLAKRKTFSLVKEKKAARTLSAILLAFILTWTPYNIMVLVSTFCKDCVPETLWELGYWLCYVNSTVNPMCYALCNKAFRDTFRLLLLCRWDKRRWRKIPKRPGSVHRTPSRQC
S1P1 ag pot = S1P1 (human) agonism or agonism potentiation; P21453; S1P1 CRE-bla cells, forskolin, beta-lactamase FRET, potentiator mode; S1P1 agonist co-added at EC20, 2 nM; 100% = saturating reference agonist, 0% = basal; activation, % at 9.5 µM; actives 0.57% (n = 56,000);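 active = activation above a cutoff set at the mean activation of all tested compounds plus 3 SD, cut at about 54% in these data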;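 note: forskolin at 4 µM as EC80 and the EC20 agonist is SEW2871; 100% = SEW2871 at its EC100 plus forskolin at EC80; some compounds past the cut are filed as inactive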
5HT1E ag = 5-HT1E (human) receptor agonism; P28566; CHO 5-HT1E Ga15 NFAT-bla reporter, FRET; 0% DMSO wells, 100% control agonist wells; activation, % at 6 µM; actives 0.69% (n = 65,000); AID 574;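 active = activation above a set limit, the screen-wide mean activation plus 3 SD, cut at about 8.5% in these data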;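 note: 100% = positive control agonist at 1 µM giving full maximal response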
Target sequence (P28566 whole entry, looked up): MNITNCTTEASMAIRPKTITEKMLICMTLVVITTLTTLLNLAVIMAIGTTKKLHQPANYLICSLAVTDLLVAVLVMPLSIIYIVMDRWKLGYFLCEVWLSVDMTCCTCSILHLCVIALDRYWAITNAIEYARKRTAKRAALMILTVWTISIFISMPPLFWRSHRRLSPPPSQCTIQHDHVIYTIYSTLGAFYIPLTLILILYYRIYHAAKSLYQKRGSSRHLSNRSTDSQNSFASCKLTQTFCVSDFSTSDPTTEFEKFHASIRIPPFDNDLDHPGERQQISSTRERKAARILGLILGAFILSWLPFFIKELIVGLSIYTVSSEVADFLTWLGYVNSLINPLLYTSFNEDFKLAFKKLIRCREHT
Jurkat tox 60K = cytotoxicity toward Jurkat cells; Jurkat E6.1 viability, ATP luminescence, 48 h; inhibition, % at 4 µM; actives 1.2% (n = 56,000); AID 463;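 active = inhibition above the mean inhibition of all tested compounds plus 3 SD, cut at about 28% in these data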
HTR1E antagonist = blocks the human 5-HT1E serotonin receptor; CHO 5-HT1E Ga15 NFAT-bla reporter, FRET, antagonist; inhibition, % at 6 µM; actives 0.99% (n = 65,000);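 active = inhibition above a set limit, the mean inhibition across every tested compound plus 3 SD, cut at about 29% in these data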;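 note: signal is the 460 over 535 nm emission ratio of beta-lactamase substrate; 0% = agonist plus DMSO wells and 100% = wells without agonist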
HER2 expr 66K = inhibitors of human Her2 kinase expression | actives 0.69% (n = 65,000) | P04626 | HER2 level % of control, % at 10 µM | SKBR-3 HER2 protein level, AlphaScreen, 18-24 h; active compounds read low;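 active = HER2 level under 5% of the carrier-only control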;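 note: 100% = DMSO carrier and 0% = 500 nM PU-H71 HSP90 inhibitor; lower value means stronger loss of Her2 protein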
The depositor's hits bear a star; nt = no result given.

SMILES | M1 agonist | HEK293 NFkB inh | S1P3 ag | M1 antag | S1P1 ag pot | 5HT1E ag | Jurkat tox 60K | HTR1E antagonist | HER2 expr 66K
CN(C)S(=O)(=O)c1cccc(CSc2cccc[n+]2[O-])c1 | 0.77 | 6 | 0.0 | -2.2* | -12 | -0.1 | -10 | -5 | 120
COc1ccc(-c2noc(-c3ccccc3Cl)n2)cc1OC | 0.47 | -32 | -0.3 | 0.8 | nt | 0.6 | 5 | -3 | 105
O=C(NCCCN1CCOCC1)c1cc(-c2ccc(Cl)cc2)on1 | 0.88 | -6 | -0.4 | -1.3 | -34 | 1.0 | -6 | -3 | 89
CCOC(=O)c1nnn(-c2nc(N3CCCC3)nc(N3CCCC3)n2)c1-c1ccccc1 | -0.21 | 15 | -1.3 | -0.027 | 9 | -0.4 | 1 | 10 | 110
Nc1nc(N2CCCCC2)nc2ccccc12 | -0.069 | -6 | -0.5 | -5.9* | -13 | 0.2 | 0 | 9 | 117
COCCn1c(=O)[nH]c2cc(C(=O)NCC3CCCO3)ccc2c1=O (centres undefined) | -0.12 | 21 | nt | -0.18 | nt | -0.4 | nt | -12 | 100
CCS(=O)(=O)n1nc(-c2ccc(Cl)cc2)nc1N | 0.4 | 16 | -1.3 | -0.07 | -6 | 0.4 | 3 | -4 | 115
CCCCOC(=O)c1ccc(NC(=O)C(CCS(C)(=O)=O)NC(C)=O)cc1 (centres undefined) | 0.15 | 3 | -0.7 | -0.58 | -42 | 0.3 | -6 | 1 | 77
CCC(C)(C)n1nnnc1C(c1cc2ccc(OC)cc2[nH]c1=O)N1CCN(C2CCCCC2)CC1 (centres undefined) | -0.62 | 2 | 0.6 | -1.2 | -2 | -0.1 | -5 | 4 | 93
CCOc1cc(C)nc(N2CCC(C(=O)Nc3ccccc3OCC)CC2)n1 | -0.088 | 5 | -0.6 | -0.13 | -17 | -1.6 | 10 | 1 | 97
CCOCCCNc1nc2c(c(=O)n(C)c(=O)n2C)n1CCCc1ccccc1 | -0.92 | 7 | -0.5 | 0.38 | -22 | 0.4 | 0 | 3 | 63
O=S1(=O)CC=C(CSc2nc3ccccc3[nH]2)C1 | 0.056 | 19 | -0.3 | -2.3* | 1 | -0.4 | 10 | 6 | 100

Rewritten as comma-separated lines: 3 of the compounds above
Compound,M1 agonist,HEK293 NFkB inh,S1P3 ag,M1 antag,S1P1 ag pot,5HT1E ag,Jurkat tox 60K,HTR1E antagonist,HER2 expr 66K
CN(C)S(=O)(=O)c1cccc(CSc2cccc[n+]2[O-])c1,0.77,6,0.0,-2.2*,-12,-0.1,-10,-5,120
COCCn1c(=O)[nH]c2cc(C(=O)NCC3CCCO3)ccc2c1=O (centres undefined),-0.12,21,nt,-0.18,nt,-0.4,nt,-12,100
Nc1nc(N2CCCCC2)nc2ccccc12,-0.069,-6,-0.5,-5.9*,-13,0.2,0,9,117

The list continues.
SMILES | M1 agonist | HEK293 NFkB inh | S1P3 ag | M1 antag | S1P1 ag pot | 5HT1E ag | Jurkat tox 60K | HTR1E antagonist | HER2 expr 66K
N#CC1=C(Nc2ccc(Br)cc2)CCC1 | -0.35 | 14 | -0.7 | 0.0035 | 6 | -1.5 | 1 | 7 | 115
CC(C)Oc1ccc(/C(O)=C2/C(=O)C(=O)N(CCN3CCOCC3)C2c2ccccc2)cc1 (centres undefined) | 1.9 | nt | -0.4 | -0.15 | 9 | 0.5 | nt | -18 | 69
COc1c(O)ccc2cnn(-c3ccccc3C)c(=O)c12 | -1.2 | nt | -2.3 | -0.025 | 5 | -0.2 | nt | -4 | 79
Cn1c(COc2ccccc2)nnc1SCC(=O)Nc1ccc(N2CCOCC2)c(Cl)c1 | -0.0079 | 14 | -1.2 | 0.57 | 7 | -0.2 | 3 | 5 | 108
CCCSc1nc(C)c(-c2csc(C(C#N)=C3CCCC3)n2)cc1C#N | -0.72 | 24 | -0.2 | -0.87 | -12 | -1.0 | -12 | -3 | 100
O=C(CCNS(=O)(=O)c1ccc(Br)s1)N1CCN(c2ccccc2)CC1 | -0.73 | 13 | 0.4 | 0.12 | 7 | -0.5 | -2 | -12 | 85
COc1cc(C2CC(=O)c3cnc(N4CCN(Cc5ccccc5)CC4)nc3C2)cc(OC)c1OC (centres undefined) | 6.5 | 22 | -1.9 | -1.2 | 8 | -0.7 | 11 | 10 | 43
CCCCn1c(=O)n(CC(O)c2ccccc2)c(=O)c2c1ncn2C1CCCC1 (centres undefined) | -0.17 | 15 | -0.4 | -3.8* | 11 | 1.0 | 14 | -5 | 96
Cc1ccc(-n2nc3c(c2NC(=O)c2ccccc2Br)CS(=O)C3)cc1 (centres undefined) | -0.014 | 1 | -0.3 | 0.83 | 7 | 0.6 | -2 | -11 | 108
CN1CCC2(CC1)C1CN(C)CC=C1C(C#N)=C(N)C2(C#N)C#N (centres undefined) | 34* | nt | -1.3 | 0.41 | 14 | 0.4 | nt | -2 | 158
Cc1ccc(S(=O)(=O)NC2(C(F)(F)F)NC(=O)N(C)C2=O)cc1 (centres undefined) | -0.51 | 16 | -0.1 | 0 | -49 | -1.1 | -1 | 0 | 86
OC(CNC1CCCCC1)CN1CCN(CC(O)CNC2CCCCC2)CC1 (centres undefined) | -0.36 | 12 | -2.7 | 0.48 | -5 | -0.2 | -6 | -12 | 92
N#CCc1nc2n(n1)Cc1ccccc1-2 | 0.41 | 14 | nt | -0.31 | nt | 0.0 | nt | 4 | nt
Cc1ccc(-c2nnc3sc(CCc4ccccc4)nn23)cc1 | nt | 4 | 0.1 | nt | nt | -0.5 | -11 | 2 | 95
O=C(CSc1ncnc2c1oc1ccccc12)N1CCN(c2ccccc2)CC1 | -1.4 | 6 | -0.1 | 0.91 | -17 | 0.7 | 0 | -6 | 89
Cc1cc(C(=O)CSCCCn2c(=O)[nH]c3ccccc32)c(C)n1C | -0.69 | 12 | 1.0 | -0.091 | 11 | -0.2 | 4 | 14 | 76
Cc1sc(NC(=O)c2cccs2)c(C(N)=O)c1C | 0.5 | -18 | -1.2 | 0.0059 | -22 | -0.2 | 0 | -1 | 49
Cn1c(=O)oc2cc(S(=O)(=O)N3CCCC(C(=O)NCC4COc5ccccc5O4)C3)ccc21 (centres undefined) | 0.1 | 9 | -1.7 | 0.31 | -8 | -0.8 | 9 | 7 | 87
CCOc1ccc(C2CC(c3cccc(C)c3)n3nc(N)nc3N2)cc1 (centres undefined) | 0.23 | 13 | 0.2 | -0.99 | -20 | 0.1 | -8 | 7 | 94
O=C(CS(=O)(=O)Cc1ccccc1)NCc1ccc2c(c1)OCO2 | -0.51 | 6 | -0.6 | 0.012 | 6 | -0.6 | -6 | 2 | 105
CC(=O)C1=C(O)C(=O)N(Cc2cccnc2)C1c1ccccc1 (centres undefined) | -0.79 | -6 | -0.7 | -0.3 | -7 | 0.0 | -2 | -8 | 111
CN1CCNC(=O)C1CC(=O)O (centres undefined) | 0.0097 | 10 | -0.4 | -0.27 | -16 | -1.4 | -4 | 4 | 83
O=c1ccnc(NCCc2ccccc2)[nH]1 | -0.27 | -15 | -0.5 | 0.18 | -13 | 1.0 | -5 | 5 | 74
O=C(Nc1ccc2nc(-c3ccco3)[nH]c2c1)c1cccs1 | -0.14 | -6 | -0.4 | -0.56 | nt | 0.7 | 7 | 15 | 75
CCOC(=O)Cc1c(C)nc2cc(-c3ccc(C)cc3)[nH]n2c1=O | 1.9 | -2 | -1.0 | 0.033 | 3 | 0.4 | 5 | -9 | 84
N#CC1=C(N)N(c2ccccc2)C(c2ccccc2)C1(C#N)C#N (centres undefined) | 0.0028 | nt | -1.5 | -0.29 | -3 | -0.1 | nt | 14 | 105
COCCCn1c(=N)c(C(N)=S)cc2c(=O)n3cccc(C)c3nc21 | -0.18 | 12 | -0.1 | -1.9 | -8 | 0.0 | 4 | 8 | 96
CCOC(=O)CC(=O)CSc1nc2c(sc(=S)n2-c2ccccc2)c(=O)[nH]1 | -0.021 | 10 | nt | -0.033 | nt | 0.3 | nt | 0 | 106
COc1ccc(N2C(=O)C3CCCN3C2c2ccccc2)cc1 (centres undefined) | 0.89 | 10 | -0.3 | 0.9 | -13 | 0.9 | 5 | -7 | 100
Cc1nc(-c2cccc(S(=O)(=O)N3CCOCC3)c2)cs1 | -0.33 | 12 | -1.3 | -0.47 | -1 | -0.3 | 1 | 4 | 102
COC(=O)C1CCN(C(=O)CCCOc2ccccc2)CC1 | -1.1 | -16 | -0.5 | 0.6 | nt | -1.2 | 7 | -5 | 90
CCOC(=O)c1nnn(CC(=O)Nc2cc(Cl)ccc2C)c1C(=O)OCC | -0.44 | 17 | nt | 0.2 | nt | -0.3 | nt | -1 | 70
O=C(CSc1n[nH]c(-c2ccncc2)n1)NCCc1ccccc1 | 0.86 | 4 | -1.1 | 0.0023 | -7 | -0.2 | 1 | 2 | 98
CCCCCn1c(NCc2ccco2)nc2ccccc21 | -1.7 | 15 | -0.5 | -1.7 | -12 | 22* | 5 | 17 | 71
Cc1ccc(-c2nc3ncccn3c2NC(=O)C2CC2)cc1 | 1.1 | 16 | -0.6 | 0.36 | -37 | -0.1 | -6 | -1 | 75
CCSc1oc(-c2ccco2)nc1S(=O)(=O)c1ccccc1 | 0.052 | 15 | nt | -0.41 | nt | -0.3 | nt | -4 | 94

5 compounds out of the list, arranged by length of the SMILES, descending:
SMILES | M1 agonist | HEK293 NFkB inh | S1P3 ag | M1 antag | S1P1 ag pot | 5HT1E ag | Jurkat tox 60K | HTR1E antagonist | HER2 expr 66K
CCOC(=O)c1nnn(CC(=O)Nc2cc(Cl)ccc2C)c1C(=O)OCC | -0.44 | 17 | nt | 0.2 | nt | -0.3 | nt | -1 | 70
CCOC(=O)Cc1c(C)nc2cc(-c3ccc(C)cc3)[nH]n2c1=O | 1.9 | -2 | -1.0 | 0.033 | 3 | 0.4 | 5 | -9 | 84
Cc1nc(-c2cccc(S(=O)(=O)N3CCOCC3)c2)cs1 | -0.33 | 12 | -1.3 | -0.47 | -1 | -0.3 | 1 | 4 | 102
COc1ccc(N2C(=O)C3CCCN3C2c2ccccc2)cc1 (centres undefined) | 0.89 | 10 | -0.3 | 0.9 | -13 | 0.9 | 5 | -7 | 100
COC(=O)C1CCN(C(=O)CCCOc2ccccc2)CC1 | -1.1 | -16 | -0.5 | 0.6 | nt | -1.2 | 7 | -5 | 90

Additional entries
SMILES | M1 agonist | HEK293 NFkB inh | S1P3 ag | M1 antag | S1P1 ag pot | 5HT1E ag | Jurkat tox 60K | HTR1E antagonist | HER2 expr 66K
Cc1ccccc1-n1c(N)cc(=O)[nH]c1=S | 0.013 | 10 | 0.0 | 1 | nt | 0.1 | 4 | -1 | 86
CCCCOc1c(Cl)cc(CNC(C)(C)CO)cc1OCC | -0.54 | 14 | -1.0 | 0.38 | nt | -0.8 | 2 | -12 | 110
CN1C(=O)CSc2ccc(NC(=O)N3CCC(N4CCCCC4)CC3)cc21 | 0.25 | 17 | -1.0 | 0.78 | 7 | 0.3 | 7 | 4 | 110
Cn1cc(Cl)c(-c2nc3ccccc3[nH]2)n1 | 0.094 | -12 | nt | -0.78 | nt | 0.6 | nt | -2 | 82
Cc1cc(NC(=O)CC(C)(C)C)nc2c1c(=O)oc1ccccc12 | 0.28 | -22 | nt | 0.16 | nt | 1.5 | nt | -7 | 34
CC1(C)OC(=O)C(=CNc2ccccc2)C(=O)O1 | -0.0052 | -4 | -0.5 | 0.66 | -23 | 1.1 | -6 | -9 | 102

Screening results from PubChem BioAssay.
